b-catenin transl = beta-catenin nuclear translocation modulation; HeLa beta-catenin nuclear translocation, immunofluorescence imaging; nuclear translocation activity, % at 5 µM; hit rate 0.3% among 190,000;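 active = nuclear translocation activity above 50% at 5 µM, with a well cell count of 50 or more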;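 also: per-cell ratio of nuclear to cytoplasmic median beta-catenin stain intensity; plate controls were DMSO negative control for no effect and GSK-3 inhibitor IX positive control for full effect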
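Assay system: human HeLa cells, native beta-catenin; doses: 5 µM primary, 0.02–20 µM confirmation; incubation: compound treatment 24 h, 37°C, 5% CO2; technique: fluorescence imaging of beta-catenin antibody stain plus DAPI; measure: % activation, nuclear-to-cytoplasmic median beta-catenin signal ratio per cell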
Yfh1-off respiration = mitochondrial function rescue without frataxin homolog – Friedreich's ataxia, plus single-dose screen, dose response (AID 1465) | S. cerevisiae Yfh1-off respiration, WST-1 reduction, 72 h; higher fold induction means a stronger effect | fold induction at 50 µM, or EC50 in µM where a hit was titrated | hit rate 0.074% among 220,000;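 active = fold induction of absorbance versus untreated yeast above a set limit, then at least 30% activation at any dose in follow-up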;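 also: activators that raise dye reduction in frataxin-depleted yeast; strong numbers were not always called active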
Lipid droplet = hepatic lipid droplet formation modulation; hit rate 0.4% among 240,000; inhibition, % at 6.5 µM; AML12 mouse hepatocytes, oleate lipid droplets, BODIPY imaging;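 active = lipid droplet intensity inhibited by at least 50%, with more than 500 cells counted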
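material = mouse AML12 hepatocyte cell line, fixed after treatment | also added = 100 µM oleic acid challenge | doses = compound at 6.5 µM only | schedule = overnight exposure | technique = Image-based BODIPY and DAPI two-channel analysis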
Dynein cargo inh = blocks dynein driven cargo transport along microtubules; 3617.4 mouse cells, GR-EGFP nuclear translocation imaging; test concentration mostly 20 µM; stimulated with dexamethasone, 1 µM; hits give low values; z-score, hits read low; hit rate 0.47% among 220,000;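 active = plate z-score of nuclear minus cytoplasmic receptor signal below a set negative limit, without overly bright fluorescence or cell loss, cut at about -3.5 in these data, passing the limit was not always enough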;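 also: z-score of nuclear minus cytoplasmic ring GR-EGFP intensity difference per well; some compounds called inactive have numbers as strong as hits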
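Buffer or medium: tet-free, stripped-serum medium; reagent: dexamethasone at 1.0 µM final, 30 min; incubation: 48 h induction, 1 h compound, 30 min dex at 37 °C; measured by: formaldehyde fixation, Hoechst nuclear stain, 10x automated fluorescence imaging; read-out: nuclear-to-cytoplasmic GR-EGFP distribution per well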
Ins promoter up = MIN6 insulin promoter up-regulation. z-score at 5 µM. MIN6 insulin promoter-GFP reporter, high-content imaging; hits give high values. AID 1625. hit rate 0.3% among 190,000;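 active = z-score above 3 at 5 µM with at least 500 cells counted in the well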
Autophagy mod = autophagy modulation, high-content screen. calls only at 10 µM (by protocol). hit rate 0.98% among 190,000. MEF GFP-LC3 puncta imaging; test concentration mostly 10 µM;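 active = percentage of spot-positive cells more than 3 SD above its plate mean, without a fluorescence outlier flag or 80% toxicity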;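 also: spot-positive cell cutoff set from DMSO-treated cells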
MT stabilizer = microtubule stabilization, imaging screen. HeLa tubulin immunostaining HCS, 24 h; share of cells brighter than vehicle mean+2SD. % tubulin-high responders, % at 10 µM. hit rate 0.83% among 200,000. AID 2205;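 active = plate Z-score above 3 for both tubulin-high and condensed-nucleus cell shares, with cell loss under 80%, at 10 µM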;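 also: anti alpha tubulin signal scored within the nucleus-defined area of each cell; some results filed as inactive read as strong as hits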
NOD2 inhibition = NOD2 signaling inhibitors, cell-based, luminescence, uHTS, HEK293 (AID 1566) | hit rate 0.63% among 290,000 | HEK293 NOD2/NF-kB luciferase reporter, luminescence; higher % means a stronger effect | one-dose inhibition, % at 4 µM; EC50 in µM for titrated hits; in the data active = inhibition above about 50%; also: many of its hits are not listed in these tables
WT yeast gro inh = growth inhibition of WT yeast, mitochondrial fusion screen | mitochondrial fusion phenotypic screen, WT strain | hit rate 2.1% among 190,000 | AID 1362 | inhibition, % at 10 µM; in the data active = inhibition above about 58%; tested in S. cerevisiae
WT yeast gro inh mutant strain = second read-out of WT yeast gro inh, no call of its own (marks repeat the call); inhibition, %; mitochondrial fusion phenotypic screen, mutant strain inhibition
Dynein cargo inh cytoplasmic EGFP = second read-out of Dynein cargo inh, no call of its own (marks repeat the call); z-score; measured here: cytoplasmic GR-EGFP intensity; hits give high values
Dynein cargo inh nuclear GR-EGFP = also measured in Dynein cargo inh; calls as there; z-score; measured here: nuclear GR-EGFP intensity;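 lower value marks the stronger effect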
Dynein cargo inh cell count = also measured in Dynein cargo inh; calls as there; z-score; measured here: cell count per field
Ins promoter up cell count = second read-out of Ins promoter up, no call of its own (marks repeat the call); cell count; measured here: cytotoxicity, nuclei count;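 total cells summed across four imaged fields per well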
Lipid droplet cells 6.5 µM = further read-out of Lipid droplet, marked with its call; cell count; measured here: cell count, cytotoxicity flag;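 cells counted across two imaged fields per well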
b-catenin transl cell count 5 µM = further read-out of b-catenin transl, marked with its call; cell count; measured here: cell count, cytotoxicity flag
MT stabilizer Hoechst-high % = second read-out of MT stabilizer, no call of its own (marks repeat the call); % Hoechst-high responders; measured here: nuclear condensation Hoechst responders;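 share of cells brighter than vehicle mean plus two SD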
MT stabilizer cytotoxicity % = recorded beside MT stabilizer, whose call it bears; toxicity, %; measured here: cytotoxicity by cell density;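 0% = mean cell density of plate MIN control wells and 100% = no cells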
Autophagy mod cell loss 18 h = further read-out of Autophagy mod, marked with its call; toxicity, %; measured here: cell loss, nuclei count;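 cell loss after 18 h compound exposure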
Starred values were filed as active, the others as inactive. An excerpt; count on the stated rates, not on these rows.

`O=C(Nc1cccc(S(=O)(=O)N2CCCCC2)c1)c1ccc2ccccc2n1` gave b-catenin transl 1.7, Yfh1-off respiration inactive, Lipid droplet -19, Dynein cargo inh -1.1, Autophagy mod inactive, MT stabilizer 3.1, NOD2 inhibition 3%, WT yeast gro inh 21, WT yeast gro inh mutant strain 20, Dynein cargo inh cytoplasmic EGFP -0.17, Dynein cargo inh nuclear GR-EGFP 0.037, Dynein cargo inh cell count 0.86, Lipid droplet cells 6.5 µM 719, b-catenin transl cell count 5 µM 961, MT stabilizer Hoechst-high % 3.4, MT stabilizer cytotoxicity % 8.1 and Autophagy mod cell loss 18 h 4.
`CC(C)(C)c1ccc(C(=O)Nc2ccc([N+](=O)[O-])cn2)cc1` gave b-catenin transl 1.3, Yfh1-off respiration inactive, Lipid droplet 1, Dynein cargo inh -0.48, Ins promoter up -0.81, Autophagy mod inactive, MT stabilizer 8.0, NOD2 inhibition -128%, WT yeast gro inh -3, WT yeast gro inh mutant strain -20, Dynein cargo inh cytoplasmic EGFP -0.11, Dynein cargo inh nuclear GR-EGFP -0.45, Dynein cargo inh cell count 0.5, Ins promoter up cell count 1230, Lipid droplet cells 6.5 µM 613, b-catenin transl cell count 5 µM 980, MT stabilizer Hoechst-high % 9.5, MT stabilizer cytotoxicity % 17 and Autophagy mod cell loss 18 h -10.
O=C(CCC1CCCN(C(=O)c2cccs2)C1)N1CCN(c2ccccn2)CC1 (stereo not drawn) was read as b-catenin transl -0.6, Yfh1-off respiration inactive, Lipid droplet 1, Dynein cargo inh 0.89, Ins promoter up 0.04, Autophagy mod inactive, MT stabilizer 2.6, NOD2 inhibition -2%, WT yeast gro inh 1, WT yeast gro inh mutant strain 2, Dynein cargo inh cytoplasmic EGFP -0.079, Dynein cargo inh nuclear GR-EGFP 0.75, Dynein cargo inh cell count -0.69, Ins promoter up cell count 1480, Lipid droplet cells 6.5 µM 700, b-catenin transl cell count 5 µM 1018, MT stabilizer Hoechst-high % 0.4, MT stabilizer cytotoxicity % 2.4 and Autophagy mod cell loss 18 h -11.
`S=C1NC(c2ccccc2)=NCN1c1ccccc1` gave Yfh1-off respiration inactive, Lipid droplet -3, Dynein cargo inh -0.062, Ins promoter up 0.22, Autophagy mod inactive, MT stabilizer 1.4, NOD2 inhibition -13%, WT yeast gro inh 4, WT yeast gro inh mutant strain 20, Dynein cargo inh cytoplasmic EGFP -0.25, Dynein cargo inh nuclear GR-EGFP 0.39, Dynein cargo inh cell count 1.1, Ins promoter up cell count 817, Lipid droplet cells 6.5 µM 784, MT stabilizer Hoechst-high % 1.7, MT stabilizer cytotoxicity % 8.5 and Autophagy mod cell loss 18 h -15.
For O=C(OCC(=O)N1CCCCC1)c1ccccc1SCC(=O)N1CCCCC1 the results were b-catenin transl -1.6, Yfh1-off respiration inactive, Lipid droplet 13, Dynein cargo inh 1.6, Ins promoter up 0.24, Autophagy mod inactive, MT stabilizer 2.8, NOD2 inhibition 6%, WT yeast gro inh -20, WT yeast gro inh mutant strain -9, Dynein cargo inh cytoplasmic EGFP -0.16, Dynein cargo inh nuclear GR-EGFP 1, Dynein cargo inh cell count -0.93, Ins promoter up cell count 1423, Lipid droplet cells 6.5 µM 675, b-catenin transl cell count 5 µM 1047, MT stabilizer Hoechst-high % 2.4, MT stabilizer cytotoxicity % 10 and Autophagy mod cell loss 18 h -15.
`CC1CCN(C(=O)COC(=O)c2ccc(Br)o2)CC1` gave Yfh1-off respiration inactive, Dynein cargo inh -0.1, Ins promoter up 0.34, Autophagy mod inactive, MT stabilizer 1.8, NOD2 inhibition -10%, WT yeast gro inh -9, WT yeast gro inh mutant strain -9, Dynein cargo inh cytoplasmic EGFP -0.036, Dynein cargo inh nuclear GR-EGFP 0.12, Dynein cargo inh cell count 0.48, Ins promoter up cell count 884, MT stabilizer Hoechst-high % 1.3, MT stabilizer cytotoxicity % 8.0 and Autophagy mod cell loss 18 h -2.
CCCCOc1ccc(C(=O)N2CCCCCC2)cc1 was read as b-catenin transl -1.1, Yfh1-off respiration inactive, Lipid droplet 7, Dynein cargo inh 0.85, Ins promoter up 0.15, Autophagy mod inactive, MT stabilizer 3.4, NOD2 inhibition -15%, WT yeast gro inh -5, WT yeast gro inh mutant strain 21, Dynein cargo inh cytoplasmic EGFP -0.27, Dynein cargo inh nuclear GR-EGFP 0.19, Dynein cargo inh cell count -0.11, Ins promoter up cell count 1669, Lipid droplet cells 6.5 µM 631, b-catenin transl cell count 5 µM 1089, MT stabilizer Hoechst-high % 1.8, MT stabilizer cytotoxicity % 5.5 and Autophagy mod cell loss 18 h -1.
`Cc1ccc(-c2csc3nc[nH]c(=O)c23)cc1` gave b-catenin transl -0.5, Yfh1-off respiration inactive, Lipid droplet 12, Dynein cargo inh -0.66, Ins promoter up 0.97, Autophagy mod inactive, MT stabilizer 3.0, NOD2 inhibition -5%, WT yeast gro inh -3, WT yeast gro inh mutant strain -18, Dynein cargo inh cytoplasmic EGFP -0.35, Dynein cargo inh nuclear GR-EGFP -0.8, Dynein cargo inh cell count 0.66, Ins promoter up cell count 1211, Lipid droplet cells 6.5 µM 680, b-catenin transl cell count 5 µM 960, MT stabilizer Hoechst-high % 2.0, MT stabilizer cytotoxicity % 0.4 and Autophagy mod cell loss 18 h 15.
For CC(=O)c1c(C)[nH]c(C(=O)NCCCN2CCCC2)c1C the results were b-catenin transl -3.4, Yfh1-off respiration inactive, Dynein cargo inh -0.94, Ins promoter up 0.06, Autophagy mod inactive, MT stabilizer 6.2, NOD2 inhibition 7%, Dynein cargo inh cytoplasmic EGFP -0.09, Dynein cargo inh nuclear GR-EGFP -0.014, Dynein cargo inh cell count 0.57, Ins promoter up cell count 1635, b-catenin transl cell count 5 µM 1424, MT stabilizer Hoechst-high % 2.1, MT stabilizer cytotoxicity % 9.1 and Autophagy mod cell loss 18 h 6.
For O=C(O)Cn1cc(/C=C/[N+](=O)[O-])c2ccccc21 the results were b-catenin transl -2.0, Yfh1-off respiration inactive, Lipid droplet 4, Dynein cargo inh 0.29, Ins promoter up -0.05, Autophagy mod inactive, MT stabilizer 2.3, NOD2 inhibition -3%, WT yeast gro inh -12, WT yeast gro inh mutant strain 16, Dynein cargo inh cytoplasmic EGFP -0.2, Dynein cargo inh nuclear GR-EGFP 0.13, Dynein cargo inh cell count -0.2, Ins promoter up cell count 1711, Lipid droplet cells 6.5 µM 703, b-catenin transl cell count 5 µM 983, MT stabilizer Hoechst-high % 2.4, MT stabilizer cytotoxicity % 8.6 and Autophagy mod cell loss 18 h -8.
OCCCNC(=S)Nc1ccc(Oc2ccccc2)cc1 was read as Yfh1-off respiration inactive, Lipid droplet 2, Dynein cargo inh -0.023, Ins promoter up -1.1, Autophagy mod inactive, MT stabilizer 2.3, NOD2 inhibition -2%, WT yeast gro inh -1, WT yeast gro inh mutant strain 10, Dynein cargo inh cytoplasmic EGFP -0.24, Dynein cargo inh nuclear GR-EGFP 0.14, Dynein cargo inh cell count 0.12, Ins promoter up cell count 1460, Lipid droplet cells 6.5 µM 670, MT stabilizer Hoechst-high % 4.3, MT stabilizer cytotoxicity % 5.2 and Autophagy mod cell loss 18 h -4.
`CC1(C)CC(=O)C2=C(C1)NCN(Cc1ccccc1)C2` gave b-catenin transl 0.6, Yfh1-off respiration inactive, Dynein cargo inh 0.47, Ins promoter up -0.06, Autophagy mod inactive, MT stabilizer 0.3, NOD2 inhibition -7%, WT yeast gro inh 1, WT yeast gro inh mutant strain 10, Dynein cargo inh cytoplasmic EGFP -0.19, Dynein cargo inh nuclear GR-EGFP -0.061, Dynein cargo inh cell count 0.2, Ins promoter up cell count 1272, b-catenin transl cell count 5 µM 849, MT stabilizer Hoechst-high % 1.2, MT stabilizer cytotoxicity % 8.6 and Autophagy mod cell loss 18 h -4.
O=C(N/N=C/c1ccc(Sc2nc3ccccc3[nH]2)o1)c1ccncc1 was read as b-catenin transl -0.8, Yfh1-off respiration inactive, Dynein cargo inh -0.83, Ins promoter up -0.52, Autophagy mod inactive, MT stabilizer 4.5, NOD2 inhibition 13%, WT yeast gro inh -8, WT yeast gro inh mutant strain -12, Dynein cargo inh cytoplasmic EGFP -0.3, Dynein cargo inh nuclear GR-EGFP -0.63, Dynein cargo inh cell count 0.44, Ins promoter up cell count 1174, b-catenin transl cell count 5 µM 526, MT stabilizer Hoechst-high % 2.8, MT stabilizer cytotoxicity % 8.6 and Autophagy mod cell loss 18 h -9.

2 neighbouring compounds out of the list so far, for reference:
`CC1(C)CC(=O)C2=C(C1)NCN(Cc1ccccc1)C2` gave b-catenin transl 0.6, Yfh1-off respiration inactive, Dynein cargo inh 0.47, Ins promoter up -0.06, Autophagy mod inactive, MT stabilizer 0.3, NOD2 inhibition -7%, WT yeast gro inh 1, WT yeast gro inh mutant strain 10, Dynein cargo inh cytoplasmic EGFP -0.19, Dynein cargo inh nuclear GR-EGFP -0.061, Dynein cargo inh cell count 0.2, Ins promoter up cell count 1272, b-catenin transl cell count 5 µM 849, MT stabilizer Hoechst-high % 1.2, MT stabilizer cytotoxicity % 8.6 and Autophagy mod cell loss 18 h -4.
O=C(N/N=C/c1ccc(Sc2nc3ccccc3[nH]2)o1)c1ccncc1 was read as b-catenin transl -0.8, Yfh1-off respiration inactive, Dynein cargo inh -0.83, Ins promoter up -0.52, Autophagy mod inactive, MT stabilizer 4.5, NOD2 inhibition 13%, WT yeast gro inh -8, WT yeast gro inh mutant strain -12, Dynein cargo inh cytoplasmic EGFP -0.3, Dynein cargo inh nuclear GR-EGFP -0.63, Dynein cargo inh cell count 0.44, Ins promoter up cell count 1174, b-catenin transl cell count 5 µM 526, MT stabilizer Hoechst-high % 2.8, MT stabilizer cytotoxicity % 8.6 and Autophagy mod cell loss 18 h -9.

From PubChem BioAssay
